# Screening results (PubChem)
# USP2a block: USP2a (human) protease inhibition | O75604 | USP2 core, Ub-CHOP2 coupled fluorogenic reporter, 485/531 | Potency, µM (series often up to 38.3 µM), without a hit: top-dose activity change, negative = inhibition, actives largely listed as inhibitors | actives 0.01% (n = 330,000) | AID 463254;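 note: potency is the fitted concentration of half-maximal effect; plate controls were DMSO wells for no effect and full inhibition by NEM control for full effect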
#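 USP2 core (10nM final) preincubated 30min RT with compound in 20mM Tris-HCl pH 8.0, 2mM CaCl2, 2mM beta-mercaptoethanol, 0.05% CHAPS; 25nM Ub-CHOP2 plus 25nM reporter substrate added, fluorescence (Ex485/Em531) read after 60min.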
# KCNH2 WT inh: inhibitors of human wildtype KCNH2 potassium channel. activity change, % at 1.84 µM. actives 0.37% (n = 340,000). Q12809. U2OS, BacMam KCNH2, thallium flux FluxOr; stronger effect = lower value. AID 720551;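 active = maximum activity change below -70%; inconclusive = maximum activity change between -70% and -50%; inactive = maximum activity change above -50%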; note: % is set by controls: 0 for no effect and ±100 for the full control effect
#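 U2OS cells transduced with wild-type KCNH2 virus are loaded with FluxOr dye for 45 min, and thallium flux is measured in kinetic reads before and after stimulation buffer. Rate constants are normalized to DMSO controls.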
# Eya2 phos inh: Eya2 (human) phosphatase inhibition | Potency, µM (top dose mostly 76.9 µM), without a hit: at the top dose activity, negative = inhibition, usual class: inhibitors | AID 488837 | recombinant Eya2, OMFP fluorescence dephosphorylation (OMFP is methylfluorescein phosphate) | actives 0.006% (n = 330,000) | O00167; note: potency is the fitted concentration of half-maximal effect; % is set by controls: 0 for no effect and ±100 for the full control effect
#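 Eya2 protein (added as 0.2 uM solution) was preincubated with compound for 10 min at ambient temperature in 50 mM HEPES pH 7.5, 50 mM NaCl, 5 uM MgCl2, 0.05% BSA, 1 mM DTT. OMFP (added at 50 uM) then reacted 10 min; fluorescence read at 485/525 nm.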
# TSHR antagonist: blocks TSH signaling through the human TSH receptor; P16473; TSHR-expressing cells, TSH-stimulated cAMP HTRF, 2 h; stronger effect = lower value; activity change, negative = inhibition, % at 11.5 µM; actives 0.2% (n = 330,000); AID 504810;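 active = activity change below a set negative limit, meaning inhibition stronger than a set level, cut at about -70% in these data; inconclusive = activity change between two set negative limits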; note: % is set by controls: 0 for no effect and ±100 for the full control effect
# Target sequence (P16473 whole entry, looked up): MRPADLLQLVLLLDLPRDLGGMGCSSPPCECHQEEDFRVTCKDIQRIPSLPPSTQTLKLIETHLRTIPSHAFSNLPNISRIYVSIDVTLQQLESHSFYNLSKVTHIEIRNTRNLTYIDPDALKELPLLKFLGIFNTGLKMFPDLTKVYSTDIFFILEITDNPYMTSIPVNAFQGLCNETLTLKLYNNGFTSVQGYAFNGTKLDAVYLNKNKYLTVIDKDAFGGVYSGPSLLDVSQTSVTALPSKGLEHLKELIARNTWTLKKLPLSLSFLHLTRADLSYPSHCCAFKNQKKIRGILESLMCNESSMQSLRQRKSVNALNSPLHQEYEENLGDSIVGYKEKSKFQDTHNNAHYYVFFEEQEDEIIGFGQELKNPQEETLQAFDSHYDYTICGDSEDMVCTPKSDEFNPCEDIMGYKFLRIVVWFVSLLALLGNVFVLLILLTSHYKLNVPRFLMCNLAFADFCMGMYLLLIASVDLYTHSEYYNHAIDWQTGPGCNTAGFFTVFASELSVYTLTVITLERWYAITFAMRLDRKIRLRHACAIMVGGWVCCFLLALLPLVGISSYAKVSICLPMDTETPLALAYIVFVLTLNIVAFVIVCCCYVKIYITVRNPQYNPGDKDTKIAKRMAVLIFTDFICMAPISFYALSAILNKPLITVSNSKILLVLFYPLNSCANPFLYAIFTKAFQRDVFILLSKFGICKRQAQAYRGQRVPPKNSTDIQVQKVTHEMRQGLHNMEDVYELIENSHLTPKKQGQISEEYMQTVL
#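 Inhibition of cAMP made by TSHR-expressing cells under TSH stimulation (4nM final, EC80; 2 h, 37 deg C) is quantified with a one-step lysis HTRF kit, anti-cAMP cryptate versus cAMP-d2.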
# ELG1 repair inh: ELG1-dependent DNA repair inhibition. actives 2.3% (n = 330,000). Potency, µM (titrated, usually from 46.1 µM), for the others: top-dose activity change, negative = inhibition, hits mostly inhibitors. HEK293T ELG1-luciferase reporter, luminescence, 16 h; DNA damage induced by 5-fluorouridine; note: potency is the fitted concentration of half-maximal effect; % is set by controls: 0 for no effect and ±100 for the full control effect; nearly all actives have a fitted effect of over 55% in size
#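 Luminescence from the luciferase reporter, measured 30 min after ONE-Glo reagent at room temperature, was the read-out. Beforehand, 2,000 cells per well were exposed for 16 hr at 37 °C to 5-fluorouridine together with compound or vehicle.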
# KCNH2 3.1 inh: blocks the human KCNH2 3.1 channel isoform. U2OS KCNH2 3.1, thallium flux FluxOr; stronger effect = lower value. activity change, % (tested at about 1.8 µM). actives 0.95% (n = 340,000). AID 720553;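 active = maximum activity change below -70%; inconclusive = maximum activity change from -70% to -50%; inactive = maximum activity change above -50%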;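 note: thallium influx rate constant from kinetic fluorescence after stimulation buffer; % is set by controls: 0 for no effect and ±100 for the full control effect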
#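 Virally transduced U2OS (3.1 isoform, 4 h infection in dark at RT) → overnight 37 C → FluxOr + Red40 in HBSS/HEPES, 45 min → stimulation buffer, 2 min kinetic read → rate constant vs DMSO controls.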
# A-T KAP1 phos: candidate therapy for ataxia-telangiectasia; […] A-T fibroblasts, KAP-1 phosphorylation AlphaLISA; neocarzinostatin DNA damage 30 min before lysis; Potency, µM (top dose mostly 57.5 µM), without a hit: at the top dose activation, most hits filed as activators; actives 0.19% (n = 320,000); note: potency is the fitted concentration of half-maximal effect; % of control where 0% means no effect; nearly all actives have a fitted effect of over 45% in size
#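 ATM-like activity read as KAP-1 phosphorylation via AlphaLISA donor/acceptor antibody pairs after lysis and 6 hr at 25C. Cells were ATM-null patient fibroblasts ([…], hTERT), dosed 60 min, then exposed to the DSB inducer NCS for 30 min.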
# TCR activator: activators of T cell receptors. Potency, µM (series often up to 9.22 µM), for inactives: at the highest dose activation of IL-2 secretion, actives largely listed as activators. primary human leukocytes, anti-CD3, IL-2 HTRF, 48 h. 330,000 tested, under 10 active; note: % of control where 0% means no effect
#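 Primary human leukocytes were stimulated with a-CD3 beads plus compounds for 48 hr without co-stimulation; secreted IL-2 was quantified by HTRF using a-IL-2-K (europium cryptate) and a-IL-2-d2, excited at 320nm with acceptor emission read at 665nm.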
# Mito fusion yeast: blocks mitochondrial division or promotes mitochondrial fusion | S. cerevisiae fusion-defective mutant growth rescue, CellTiterGlo 48 h | Potency, µM (titrated, usually from 46.1 µM), inactives show at the top dose growth rescue (activation), actives largely listed as activators | actives 0.23% (n = 320,000) | AID 485298;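 note: potency is the fitted concentration of half-maximal effect; % of control where 0% means no effect; nearly all actives have a fitted effect of over 45% in size; temperature-sensitive fusion mutants such as fzo1-1 at 37 °C on non-fermentable ethanol glycerol medium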
#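 Read-out: ATP-based luminescence (CellTiterGlo, 10 min ambient) reporting growth of fusion-defective ts yeast after 48 hours at 37C on glycerol/ethanol YPEG medium in the presence of compound.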
# TRPV1 ag: human TRPV1 agonism | TRPV1-expressing cells, Fluo-8 calcium influx, agonist mode | activation, % at 8.33 µM | actives 0.19% (n = 320,000); in the data active = activation above about 80%; inconclusive = between about 30% and that limit; note: 0% is about no effect
#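 Cells expressing TRPV1 were dye-loaded with Fluo-8 and read kinetically: 10 s baseline, 3 min after compound (agonist portion), then 2 min after EC20 capsaicin (allosteric enhancer portion). Calcium-bound dye fluorescence at 480/520 nm.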
# Numbers without * were called inactive; ? = inconclusive; · = no result given; [ ] = another dose, or the depositor's remark. Unless noted, calls come from the whole dose curve; as a rule, active = well fitted curve in the direction sought with a large enough effect; inconclusive = small, poorly fitted or top-dose-only effect, or another doubt; inactive = no such curve, though single readings can be large; an effect the other way counts as inactive or inconclusive. A portion of the library; rates above refer to the full screens.
SMILES,USP2a block,KCNH2 WT inh,Eya2 phos inh,TSHR antagonist,ELG1 repair inh,KCNH2 3.1 inh,A-T KAP1 phos,TCR activator,Mito fusion yeast,TRPV1 ag
O=C(NC(=S)Nc1ccccc1N1CCCCC1)c1ccccc1,-1%,-5,5%,16,-8%,-8,3%,4%,-3%,?
CCCCC(CCC(=O)Nc1cccc([N+](=O)[O-])c1)C(=O)O (stereo not drawn),-2%,3,-9%,-11,-5%,-1,4%,-6%,-1%,1
CC(C)(C)n1nnnc1CN1CCN(C(c2ccccc2)c2ccccc2)CC1,-16%,6,-7%,-37,18µM*,22,1%,5%[46.1 µM],?,-1
Cn1cc(S(=O)(=O)N2CCOCC2)cc1C(=O)O,1%,-4,6%,0,8%,2,29%,1%,·,·
O=C(Nc1cc(S(=O)(=O)N2CCOCC2)ccc1N1CCOCC1)c1cnccn1,0%,9,5%,7,6%,7,2%,-4%[46.1 µM],-3%,1
COc1cccc(C2CCCCN(C)C2=O)c1 (stereo not drawn),0%,25,13%,8,0%,-7,0%,0%,1%,0
Cc1cc(C)nc(NCC(O)COc2ccccc2C)n1 (stereo not drawn),-1%,-20,9%,-4,-4%,9,-4%,-3%,2%,?
Cc1ccc(C(=O)NC2(C(Cl)Cl)N=C(c3ccccc3)N=C2N)cc1 (stereo not drawn),-1%,0,-5%,7,-9%,-47,1%,-2%,5%,-3
CCOc1cc(N2CCOCC2)c(OCC)cc1NC(=O)Cn1nc(C)c([N+](=O)[O-])c1C,2%,7,-17%,·,14%,10,0%,8%,-5%,1
O=C(CSc1nccc(=O)[nH]1)N1CCCc2ccccc21,3%,0,3%,-4,2%,-8,8%,0%,1%,-2
O=S(=O)(NCCc1ccc2c(c1)OCCO2)c1cccs1,1%,-6,12%,-5,?,-4,1%,0%,0%,1
COc1ccccc1N1CCN(S(=O)(=O)c2ccc3c(c2)CC(C)N3C(C)=O)CC1 (stereo not drawn),-3%,2,0%,1,-9%,-21,-9%,3%,0%,8
O=C(Cn1cccc1C(=O)c1ccccc1)NCCCN1CCOCC1,-2%,0,5%,3,1%,-1,1%,1%,1%,-1
COc1cccc2cc(C(=O)C3=C(O)C(=O)N(c4cc(C)on4)C3c3cccs3)oc12 (stereo not drawn),0%,-2,3%,8,1%,12,-6%,-31%,0%,1
COc1ccc(NC(=O)CSCC(=O)N(C)Cc2ccc3c(c2)OCCO3)cc1,12%,-9,6%,-3,-3%,10,-2%,-1%,-3%,1
CCCCNC(=O)N1c2ccccc2CC1C (stereo not drawn),2%,2,2%,-5,25%,·,1%,-5%,5%,4
O=Cc1cn(CC(=O)N2CCCCC2)c2ccccc12,0%,-2,0%,4,10%,4,-2%,2%[46.1 µM],1%,-2
COc1cccc(CNc2nc(C(F)(F)F)nc3ccccc23)c1,0%,-3,5%,-29,13µM*,-16,1%,-1%,8%,0
Cc1ccc(C(=O)N2c3ccccc3CC2C)o1 (stereo not drawn),3%,-1,-12%,0,?,21,-1%,-4%,-5%,0
O=C(NCc1ccccc1)c1ccc(Br)o1,4%,1,2%,-2,0%,8,7%,0%,-3%,3
N#Cc1ccc(OCC(=O)N/N=C2/CC(c3ccccc3)Oc3ccccc32)cc1 (stereo not drawn),4%,-12,0%,-13,-4%,?,1%,-2%[46.1 µM],-8%,-1
Cc1cc(-c2n[nH]c(=S)n2-c2ccccc2C)cs1,3%,0,7%,11,9%,-6,5%,3%[46.1 µM],-4%,-9
CNC(=O)Cc1nc2ccccc2n1CC(=O)Nc1cc(C)cc(C)c1,2%,-5,15%,-3,-17%,10,1%,0%,3%,2
CN(C)c1ccc(C(=S)N2CCN(Cc3ccccc3)CC2)cc1,0%,-2,5%,-13,7%,-2,9%,-6%,-1%,13
Cc1nn(C)cc1/C=N/NC(=S)Nc1ccc(Cl)cc1Cl,0%,10,11%,0,5%,-4,5%,·,-3%,23
Cc1ccc2[nH]c(SCC(=O)N3CCOCC3)nc2c1C,1%,1,16%,5,?,-3,4%,0%,-3%,3
O=C(CCc1ccccc1)OCCOC(=O)CCc1ccccc1,0%,6,5%,3,10%,13,4%,-2%,6%,5
CCn1nc(C)c([N+](=O)[O-])c1C(=O)NNC(=O)c1ccc(Cl)cc1,4%,0,18%,17,11%,10,5%,2%,3%,·
O=C(O)CN1C(=O)SC(Nc2ccccc2)C1=O (stereo not drawn),-1%,-12,-9%,3,16%,7,2%,11%[46.1 µM],-2%,1
CCCN(C(=O)c1cccs1)c1c(N)n(Cc2ccccc2)c(=O)[nH]c1=O,0%,-5,7%,12,2%,3,4%,1%,-5%,-2

# Compound profiles, from the list above. Screens in order: USP2a block | KCNH2 WT inh | Eya2 phos inh | TSHR antagonist | ELG1 repair inh | KCNH2 3.1 inh | A-T KAP1 phos | TCR activator | Mito fusion yeast | TRPV1 ag
# `O=C(Nc1cc(S(=O)(=O)N2CCOCC2)ccc1N1CCOCC1)c1cnccn1` across the screens: 0% | 9 | 5% | 7 | 6% | 7 | 2% | -4%[46.1 µM] | -3% | 1
# `O=S(=O)(NCCc1ccc2c(c1)OCCO2)c1cccs1` across the screens: 1% | -6 | 12% | -5 | ? | -4 | 1% | 0% | 0% | 1
# `Cc1ccc(C(=O)N2c3ccccc3CC2C)o1` (stereo not drawn) across the screens: 3% | -1 | -12% | 0 | ? | 21 | -1% | -4% | -5% | 0

# Next results follow.
SMILES,USP2a block,KCNH2 WT inh,Eya2 phos inh,TSHR antagonist,ELG1 repair inh,KCNH2 3.1 inh,A-T KAP1 phos,TCR activator,Mito fusion yeast,TRPV1 ag
COc1cccc(C(=O)Oc2c(Br)cc(Br)cc2/C=N/NC(=O)c2cc(C)[nH]n2)c1,-7%,-12,0%,-5,?,-2,5%,6%,26%,0
CCN(CC)S(=O)(=O)c1ccc(NC(=O)C(C)N(c2ccccc2)S(C)(=O)=O)cc1 (stereo not drawn),2%,1,1%,-8,-27%,-11,·,1%[46.1 µM],-2%,0
COc1c(C(=O)Nc2nnc(C3CC3)s2)csc1Cl,1%,-6,-9%,-12,?,-10,3%,1%,-2%,?
CCN1CCN(c2ccc(S(=O)(=O)N3CCCCC3)cc2NC(=O)Cc2ccccc2)CC1,2%,5,6%,2,-5%,-21,-2%,0%,-1%,-4
COC(=O)C1CN(C(=O)C(C)Oc2ccc(F)cc2)c2ccccc2O1 (stereo not drawn),0%,-10,-1%,-6,5%,-3,-11%,1%,7%,6
Cc1c(C(=O)N2CC(C)OC(C)C2)oc2ccccc12 (stereo not drawn),2%,7,-23%,-5,0%,5,3%,·,-1%,6
O=C(CNC(=O)C(c1ccccc1)c1ccccc1)N/N=C/c1ccc(O)c([N+](=O)[O-])c1,-1%,0,2%,-8,15%,2,2%,-5%[46.1 µM],-3%,-3
O=c1[nH]nc(N2CCOCC2)c(=O)[nH]1,0%,-7,-7%,5,2%,13,-5%,-2%,-3%,-1
CC(=O)Nc1ccc(N(CC(=O)NCC2CCCO2)C(=O)CCC(=O)Nc2cc(C)on2)cc1 (stereo not drawn),-8%,3,-12%,8,5%,27,-1%,8%,-5%,-1
O=C(CCn1cccc1)Nc1nccs1,-1%,-4,-3%,-7,1%,2,-1%,4%,-3%,3
Cc1onc(-c2ccccc2Cl)c1C(=O)NCCN1Cc2ccccc2C1=O,6%,-3,-1%,4,-5%,-14,18%,0%,3%,2
CCOc1ccc(OCCSc2nc3ccccc3[nH]2)cc1,4%,-15,-22%,-26,-21%,-17,-6%,1%[46.1 µM],10%,?
Oc1c(Br)cc(/C=N/NC(=S)NCC2CCCO2)cc1Br (stereo not drawn),1%,3,14%,-18,?,10,2%,4%,-1%,4
CCc1ccc2[nH]c(=O)c(C(c3nnnn3CC3CCCO3)N3CCCc4ccccc43)cc2c1 (stereo not drawn),-1%,7,-1%,1,-2%,-6,-2%,0%,-4%,-1
CCOC(=O)C1CCCN(C(=O)c2ccc3c(c2)OCO3)C1 (stereo not drawn),0%,-17,6%,-7,1%,19,-1%,-3%[46.1 µM],0%,-4
Cc1ccc(NS(=O)(=O)c2ccc(/C=C/C(=O)O)cc2)cc1Cl,1%,-7,-9%,-7,-8%,2,3%,8%,-4%,0
CCOC(=O)c1ccc(S(=O)(=O)N2CCN(C(=O)c3nn(C)c(=O)c4ccccc34)CC2)cc1,0%,·,16%,-2,-8%,5,7%,-4%,0%,0
O=C(c1ccco1)N(CCC(c1ccccc1)c1ccco1)Cc1ccccc1 (stereo not drawn),-1%,46,-4%,17,-8%,·,5%,3%[46.1 µM],17%,24
O=C(CN(Cc1ccc(F)cc1)C(=O)c1csnn1)NCc1ccc2c(c1)OCO2,4%,-8,0%,10,4%,-8,-3%,-7%,-5%,6
CCC(C(=O)OCC(=O)NC(=O)NC(C)(C)C)c1ccccc1 (stereo not drawn),-1%,·,-4%,-5,-12%,-2,3%,-1%,4%,7
